# Screening results (PubChem BioAssay)
# VLA-4 inh = inhibition in human VLA-4 binding assay, primary screen, VLA-4 allosteric modulator project, MLPCN library, flow cytometry, VLA-4 expressing cells; ligand binding flow cytometry; AID 2557, 2010; Integrin alpha-4 (Homo sapiens), P13612; actives 0.2% (n = 330,000); inhibition, % (about 7 µM as worked out from the volumes in the protocol); in the data active = inhibition above about 50%
# Target sequence (P13612 whole entry, looked up): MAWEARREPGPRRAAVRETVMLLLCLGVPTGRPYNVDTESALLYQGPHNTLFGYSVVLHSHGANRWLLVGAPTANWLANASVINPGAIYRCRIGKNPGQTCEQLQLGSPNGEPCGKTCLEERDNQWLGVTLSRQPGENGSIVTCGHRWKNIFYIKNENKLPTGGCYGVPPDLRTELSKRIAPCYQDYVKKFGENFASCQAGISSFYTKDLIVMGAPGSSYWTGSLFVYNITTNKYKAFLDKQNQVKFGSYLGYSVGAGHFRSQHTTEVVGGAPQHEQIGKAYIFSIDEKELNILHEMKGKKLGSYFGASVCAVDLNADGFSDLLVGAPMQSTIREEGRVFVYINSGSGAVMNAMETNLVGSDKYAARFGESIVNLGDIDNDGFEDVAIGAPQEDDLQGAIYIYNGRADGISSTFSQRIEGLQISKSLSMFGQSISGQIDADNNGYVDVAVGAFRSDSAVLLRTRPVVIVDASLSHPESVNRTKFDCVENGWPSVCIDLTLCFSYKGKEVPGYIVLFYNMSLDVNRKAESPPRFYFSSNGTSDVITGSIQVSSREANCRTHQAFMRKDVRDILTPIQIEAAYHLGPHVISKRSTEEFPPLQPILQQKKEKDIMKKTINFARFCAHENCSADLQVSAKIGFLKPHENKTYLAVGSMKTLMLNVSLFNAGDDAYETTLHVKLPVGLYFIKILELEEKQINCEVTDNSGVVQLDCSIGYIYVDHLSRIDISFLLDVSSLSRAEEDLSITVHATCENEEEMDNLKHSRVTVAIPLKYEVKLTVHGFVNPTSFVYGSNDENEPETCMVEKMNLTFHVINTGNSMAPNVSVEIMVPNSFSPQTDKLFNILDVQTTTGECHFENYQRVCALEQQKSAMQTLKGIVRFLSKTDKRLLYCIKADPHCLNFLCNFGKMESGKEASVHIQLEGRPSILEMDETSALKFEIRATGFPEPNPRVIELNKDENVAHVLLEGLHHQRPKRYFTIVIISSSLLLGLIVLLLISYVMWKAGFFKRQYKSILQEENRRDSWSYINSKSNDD
# core dimer inh = inhibitors of HCV core protein dimerization, primary screen, biochemical, TR-FRET, high-throughput; TR-FRET GST/Flag-core106 dimerization, 1536-well; actives 0.33% (n = 300,000); inhibition, % at 5 µM;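 active = inhibition above the mean of all tested compounds plus 3 SD, set per screening campaign, cut at about 45% in these data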
#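 Test system: GST/Flag-tagged HCV core106 proteins; Medium: KF-containing HEPES buffer, pH 7.45, DTT, CHAPS, BSA; Times: compound-protein-antibody incubation 4 h at 22.5 °C; Detection: TR-FRET 671 and 617 nm emission; Benchmarks: wells lacking GST-core106 and wells with excess unlabelled core106.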
# PP1 inh = PP1-alpha phosphatase inhibitors, primary screen, counter-screen for PP5 inhibitor project, biochemical, fluorescence, OMFP substrate, single point. AID 2235, 2010. actives 0.9% (n = 320,000). inhibition, % at 6.7 µM. Serine/threonine-protein phosphatase PP1-alpha catalytic subunit (Homo sapiens), P62136. purified PP1alpha;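 active = inhibition above the mean inhibition of all tested compounds plus 3 SD, computed separately for each screening campaign, cut at about 15% in these data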
# Fh CTSL1 inh = Fasciola hepatica cathepsin L1 inhibitors, primary screen, counter-screen for PFM18AAP inhibitor project, biochemical, QFRET, fluorogenic peptide substrate; recombinant F. hepatica cathepsin L1, Z-Leu-Arg-MCA fluorescence; inhibition, % at 5.96 µM; actives 0.49% (n = 300,000); AID 1906, 2009;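 active = inhibition above the mean of all tested compounds plus 3 SD, set per screening campaign, cut at about 17% in these data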;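 note: 0% = plate median of test compound wells and 100% = 1 µM Z-Phe-Ala-diazomethylketone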
# GASC-1 inh = inhibitors of GASC-1 histone demethylase, primary screen, biochemical, fluorescence, DELFIA europium; AID 2099, 2009; GST-JMJD2C(1-420) H3K9me3 demethylation; inhibition, % at 2.35 µM; actives 0.069% (n = 330,000);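 active = more than half of a compound's replicate wells show inhibition beyond 50%, single wells judged on their own value; inconclusive = some, but no more than half, of replicates pass 50% inhibition; inactive = no replicate passes 50% inhibition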;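 note: signal counts dimethyl H3K9 product captured on neutravidin plate; 0% = median of DMSO wells and 100% = 0.3 times that DMSO median; strong numbers were not always called active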
# proCasp3 act = activators of human procaspase-3 D3A mutant, primary screen, biochemical, absorbance, PC-3 D3A mutant, single concentration; Caspase-3 (Homo sapiens), P42574; actives 0.11% (n = 330,000); recombinant procaspase-3 D3A, Ac-DEVD-pNA absorbance 405 nm; activation, % at 8.5 µM;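 active = activation above the mean of all tested compounds plus 3 SD, cut at about 21% in these data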;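 note: 0% = DMSO alone and 100% = DMSO wells spiked with extra 5 µM PC-3 D3A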
#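 Assay system: Procaspase-3 D3A mutant, all three cleavage aspartates alanine. Buffer or medium: Zinc-free HEPES saline buffer with Triton X-100. Times: 1 h compound preincubation, 2 h substrate hydrolysis at 25 °C. Measured by: 405 nm absorbance of p-nitroaniline, reads at 0 and 120 min. Read-out basis: percent activation relative to control range. Replicates: singlicate.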
# PP5 inh = PP5 phosphatase inhibitors, primary screen, biochemical, fluorescence. purified PP5c, OMFP substrate fluorescence. inhibition, % at 6.7 µM. actives 0.18% (n = 320,000);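 active = inhibition above the campaign's mean inhibition across all tested compounds plus 3 SD, cut at about 9.5% in these data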;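 note: 0% = DMSO only and 100% = 100 µM cantharidin control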
# GRK2 aptamer HTS = compounds blocking aptamer binding on GRK2 – biochemical, human GRK2, bead flow cytometry, HTS, primary screen. Beta-adrenergic receptor kinase 1 (Homo sapiens), P25098. FAM-aptamer displacement from GRK2. inhibition of aptamer binding, % at 10 µM. actives 0.59% (n = 330,000);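 active = inhibition of aptamer binding above 40%, roughly 3 SD of noise, on plates passing a quality check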;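 note: median bead fluorescence of bound FAM aptamer so fluorescent compounds give negative values; no value below 0 was filed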
# procasp7 counter = procaspase-7 activators, primary screen, counter-screen for procaspase-3 activator project, biochemical, absorbance, HTS, human; Caspase-7 (Homo sapiens), P55210; recombinant procaspase-7, Ac-DEVD-pNA absorbance 405 nm; D23A/D198A/D206A triple mutant, cannot self-cleave; scale: DMSO 0, 5 µM enzyme 100; activation, % at 8.5 µM; actives 0.093% (n = 330,000); AID 463210, 2010;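 active = percent activation above the screen-wide mean plus 3 SD, cut at about 25% in these data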
#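 buffer or medium = Zinc-free HEPES/NaCl buffer, pH 7.4 | material = Procaspase-7 triple mutant (PC-7 D3A) | input = 2 µM procaspase-7 mutant as dispensed | signal = Epi-absorbance of released pNA at 405 nm, two timepoints | timing = 1 h preincubation, 2 h reaction | replicates = singlicate compound testing | evaluation = % activation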
# * hit, by the source's call; ? = inconclusive; nt = not tested or not shown.
SMILES,VLA-4 inh,core dimer inh,PP1 inh,Fh CTSL1 inh,GASC-1 inh,proCasp3 act,PP5 inh,GRK2 aptamer HTS,procasp7 counter
COc1ccc(S(=O)(=O)N2CCOCC2)cc1NC(=O)CN1C(=O)NC2(CCCCC2C)C1=O (centres undefined),10,nt,-3,nt,-3,-4,-0.1,2,2
CC(C)c1ccc(/C=C/C(=O)O)cc1,-12,1,-1,6,32,11,-2.1,0,-3
Cc1ccccc1Nc1nc(NCc2ccco2)c2ccccc2n1,2,-4,25*,-5,-6,2,3.7,0,-2
Cc1noc(C)c1NC(=O)N(C)C[C@H]1Oc2ccc(NC(=O)Cn3cnnn3)cc2C(=O)N([C@H](C)CO)C[C@@H]1C,-8,nt,nt,nt,66*,3,nt,0,2
O=C(Cn1cc(CNC(=O)C2CCCCC2)nn1)Nc1cc(C(F)(F)F)ccc1Cl,4,nt,nt,nt,nt,2,nt,0,-2
O=C(Nc1cccc(Cl)c1)c1cc([N+](=O)[O-])ccc1N1CCN(CCO)CC1,45,-1,-4,3,23,2,-1.4,2,1
COc1ccc(-c2nnc(CSc3nc4ccccc4c(=O)n3C)o2)cc1OC,14,2,-3,8,-20,2,1.8,2,6
Cc1cccc(N2CCN(C(=O)Cc3ccc(-n4c(=O)[nH]c5ccsc5c4=O)cc3)CC2C)c1 (centres undefined),24,4,-7,-1,4,-3,-2.3,5,8
O=C(NCc1ccccc1)C1CCCN1S(=O)(=O)c1cccc2cccnc12 (centres undefined),-27,-3,-1,-2,14,3,1.9,4,-4
CN1CCN(c2ccccc2NC(=O)Cc2ccc(Cl)cc2)CC1,11,-1,0,-1,-5,3,2.6,0,0
COc1ccc(OC)c(CN2CCCC(C(=O)c3ccccc3SC)C2)c1 (centres undefined),12,-10,1,0,6,-3,0.0,2,4
COc1ccccc1OCCCCCCN1CCN(C)CC1,11,2,1,2,11,-7,1.8,0,-3
Cc1c(C(=O)N2CCN(c3ncccn3)CC2)sc2nc3n(c(=O)c12)CCCC3,6,4,-2,-2,-8,-3,2.3,2,6
O=C(Nc1cc(C(=O)N2CCCC2)ccc1N1CCCC1)c1ccccc1,10,3,3,-1,0,3,3.8,0,-6
OCCC1CN(CCCc2ccccc2)CCN1CCc1ccccc1 (centres undefined),-13,0,3,-1,?,2,1.5,0,15
Nn1c(SCC(=O)Nc2ccc3c(c2)OCCO3)nnc1-c1ccncc1,3,-6,2,-2,5,-3,3.7,0,-28
CCOC(=O)c1c(C)nc(C)c(C(=O)OCC)c1-c1ccc(OC)cc1,0,-4,1,2,-3,8,-1.2,0,-10
CC1CCCC(C)N1c1ccc(S(=O)(=O)N2CCOCC2)cc1Cl (centres undefined),-2,-6,1,-1,-6,3,5.3,3,-4
CSC(=NS(=O)(=O)c1ccccc1)SC,17,-4,-1,2,-6,2,-1.7,1,2
O=C(CNC(=S)N(CCCN1CCOCC1)Cc1cccs1)NCc1ccccc1Cl,17,-1,2,-1,17,-5,0.1,1,5
Cc1ccc(-c2csc(NC(=O)c3cc([N+](=O)[O-])ccc3N3CCOCC3)n2)cc1,-3,5,-3,-3,2,-10,-0.6,0,1
O=[N+]([O-])c1cnccc1Nc1ccc(Cl)cc1,-2,1,3,-2,-11,-2,0.7,0,7
COc1ccc(NC(=S)Nc2ccccc2)c(OC)c1,2,1,-4,-7,-10,-1,-0.3,1,-5
CC1(C)Cc2c(ccc3ccccc23)C(=O)N1,-2,-3,0,-2,6,2,-2.4,1,4
CCOC(=O)Cc1nnc(NC(=O)CSc2ncc(-c3ccccc3)nn2)s1,0,1,-2,-3,-2,3,-0.3,0,-2
COc1ccc(OC)c(C2=NS(=O)(=O)N(C)C(C(=O)NCc3cccs3)=C2)c1,7,9,-2,4,22,1,3.5,2,-2
Cc1cccc(Nc2cnn(C34CC5CC(CC(CC(=O)O)(C5)C3)C4)c(=O)c2Cl)c1,0,1,1,4,12,-1,-0.7,1,9
COc1cccc(/C=C2\SC(=O)N(CC(=O)NC3CCS(=O)(=O)C3)C2=O)c1 (centres undefined),7,-14,4,2,1,-5,2.1,1,-6
CC(=O)Oc1ccc(C23CC4CC(CC(C4)C2)C3)cc1C(=O)O,-3,7,2,1,1,-2,2.5,0,-1
Cc1cc(N)c2cc(NC(=O)/C=C/c3ccccc3Cl)ccc2n1,20,-1,15,0,3,5,-1.4,0,-2
Cc1cc(Nc2cccc([N+](=O)[O-])c2)c2cccc(C)c2n1,3,2,0,-5,-5,8,3.2,0,-2
Cc1ccc(OCCNc2ccc(C(F)(F)F)cc2[N+](=O)[O-])cc1,-2,-10,4,-4,-4,-4,-5.2,4,-12
Cc1cc(-c2n[nH]c(=S)n2/N=C/c2ccc(Cl)c([N+](=O)[O-])c2)n[nH]1,18,8,2,-1,-5,-5,0.0,0,7
CCNC(=S)NNC(=O)c1ccc(OC(F)F)cc1,18,-1,1,3,-9,4,5.5,2,-1
O=C(CN1C(=O)CCC1=O)Nc1nc(-c2ccc(Cl)s2)cs1,4,-8,2,2,0,1,0.6,1,6
CCC(Sc1ccc(Cl)cc1)C(=O)Nc1nnc(-c2cccc([N+](=O)[O-])c2)s1 (centres undefined),-14,19,3,-1,-9,2,1.5,5,-3
CC1CSc2nc3sc4c(c3c(=O)n21)CCCC4 (centres undefined),3,-2,1,-1,-1,-2,1.5,0,-4
COc1cc(C)nc(NC(=S)N(C)C(=O)c2ccccc2)n1,-6,1,0,3,-5,9,1.0,1,0
COC(=O)c1ccc(Oc2c(F)c(F)nc(N3CCOCC3)c2F)cc1,24,1,2,-2,-17,-1,4.1,1,1
COc1ccc(CCNC(=O)CCCN2C(=O)c3ccccc3C2=O)cc1OC,22,-8,-1,-7,2,7,-2.9,0,-2
Cc1ccc(S(=O)(=O)NC(=O)Nc2ccc(F)cc2)cc1,-3,1,-2,-1,-13,2,2.3,1,-2
Cc1ccc(C2CC(c3cccc(Br)c3)n3nc(N)nc3N2)cc1 (centres undefined),7,3,-1,3,-1,-6,2.1,0,7
CCn1c2ccccc2c2cc(N=C3SC(CC(=O)Nc4ccccc4OC)C(=O)N3C)ccc21 (centres undefined),0,22,-3,5,-11,7,-0.3,0,11
CCOC(=O)C1(CCCc2ccccc2)CCN(C(=O)CN2CCOC2=O)CC1,4,2,-5,-2,0,5,1.9,0,0
Cc1cc(NC(=O)C2=C(O)c3ccccc3S(=O)(=O)N2C)no1,7,13,-6,1,-3,-1,-1.6,0,2
Cc1cccc(NC(=O)CN2C(=O)N/C(=C/c3ccc(C)s3)C2=O)c1,-23,22,21*,0,9,-2,0.7,0,3
O=C(NC1CCCC1)c1ccc(CSCc2ccccc2F)o1,-10,-1,1,1,-3,-6,4.6,2,13
O=C(COc1ccc(S(=O)(=O)N2CCOCC2)cc1)Nc1ccc(Br)cc1,-4,nt,nt,nt,0,8,nt,0,-4
COc1ccc(OCc2cc(C(=O)N(C)C3CCOC3)no2)c(Cl)c1 (centres undefined),12,-7,-1,0,-1,1,2.4,0,10
CC1CC(C)CN(C(=O)COC(=O)c2cc(S(=O)(=O)N3CCOCC3)ccc2F)C1 (centres undefined),6,2,-8,-3,4,-3,-2.2,1,-1
COc1cc(C)ccc1Oc1ncnc(N)c1[N+](=O)[O-],2,-6,1,-1,-2,-3,0.4,0,5
CNc1c(NC(=O)c2ccc3c(c2)OCO3)c(=O)oc2ccccc12,10,-7,1,-2,5,-3,1.8,6,-5
O=C(NCc1ccc(F)cc1)C(c1ccncc1)N(C(=O)c1csnn1)C1CC1 (centres undefined),-1,7,0,0,18,2,-4.5,0,10
Cc1cc2ccccc2nc1SCC(=O)NC1CCCC1,9,3,-10,-1,-11,-5,-4.5,3,-6
CCOc1ccc(C(C)=O)cc1COc1cccnc1[N+](=O)[O-],-5,-1,2,1,-2,-3,-3.1,0,-3
COc1cc(C(=O)Nc2cccc(S(=O)(=O)NCc3ccco3)c2)cc(OC)c1OC,6,nt,3,nt,0,1,2.1,1,7
CC1=CC(C)(C)Nc2ccc(OS(=O)(=O)c3ccc(C)cc3)cc21,11,6,-5,-1,-4,-4,3.0,0,-2
O=S(=O)(c1ccc(F)c(F)c1F)N1CCN(C(=S)NCc2ccccc2)CC1,-4,5,-1,4,-10,-1,1.5,1,3
O=S(=O)(NC1CC1)c1cccc(S(=O)(=O)N2CCCC2)c1,6,3,-4,2,2,4,0.2,3,8
COc1cc([N+](=O)[O-])cc(/C=C2/SC(=S)N(Cc3ccccc3)C2=O)c1O,-401,-5,15*,0,-15,-10,4.7,5,-26

# Next results:
SMILES,VLA-4 inh,core dimer inh,PP1 inh,Fh CTSL1 inh,GASC-1 inh,proCasp3 act,PP5 inh,GRK2 aptamer HTS,procasp7 counter
CCS(=O)(=O)NCCc1csc(-c2ccccc2)n1,-3,-4,-1,1,-3,-3,0.8,1,10
CCOC(=O)CC1COCCN1C(=O)c1ccc2oc(Cc3ccccc3)nc2c1 (centres undefined),0,7,-2,1,5,11,3.6,0,15
O=C(CS(=O)(=O)c1ccccc1)c1cc2ccccc2oc1=O,6,5,1,6,2,-6,-2.2,0,-2
COC(=O)CC1C(=O)NCCN1C(=S)Nc1ccccc1 (centres undefined),-8,-1,-4,-1,1,0,-1.1,0,4
COc1cc(C=O)ccc1OCC(=O)N1CCOCC1,7,1,0,0,0,-9,1.6,0,-4
O=C(O)C12CC3CC(C1)CC(n1cnc(Cl)n1)(C3)C2,-1,-3,0,-2,16,0,1.5,1,6
CCOC(=O)c1cccc(NC(=O)CSc2nnc(C)n2CC2CCCO2)c1 (centres undefined),5,6,1,-6,-5,-3,1.1,1,2

# 3 entries from above, ordered by their value in PP5 inh, high to low:
Structure | VLA-4 inh | core dimer inh | GASC-1 inh | proCasp3 act | PP5 inh | GRK2 aptamer HTS
O=C(O)C12CC3CC(C1)CC(n1cnc(Cl)n1)(C3)C2 | -1 | -3 | 16 | 0 | 1.5 | 1
CCOC(=O)c1cccc(NC(=O)CSc2nnc(C)n2CC2CCCO2)c1 (centres undefined) | 5 | 6 | -5 | -3 | 1.1 | 1
O=C(CS(=O)(=O)c1ccccc1)c1cc2ccccc2oc1=O | 6 | 5 | 2 | -6 | -2.2 | 0

# No enrichment for hits, and some 2.6% of all compounds hit somewhere here.
